BAZ2B inh = qHTS Assay for Inhibitors of BAZ2B; Bromodomain adjacent to zinc finger domain protein 2B (Homo sapiens), Q9UIF8; AlphaScreen BAZ2B-H3K14Ac peptide displacement; Potency, µM (highest dose often 114 µM), for the others: at the highest dose activity change, negative = inhibition, most hits filed as inhibitors; hit rate 4.4% among 360,000; AID 504333, 2011; further: on the % scale 0 is the no-effect control and ±100 the full control effect; nearly all actives have a fitted effect of over 60% in size
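AlphaScreen displacement: compounds (up to 110uM) incubated 30 min at room temperature with a preformed 50 nM BAZ2B/50 nM biotinylated H3K14Ac peptide complex in PBS pH 7.4 with Tween-20. Donor and acceptor beads at 10 ug/mL final added, 20 min light-protected before reading.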
G9a block = qHTS Assay for Inhibitors of Histone Lysine Methyltransferase G9a; Histone-lysine N-methyltransferase EHMT2 (Homo sapiens), Q96KQ7; G9a H3K9 monomethylation, AlphaScreen, 2 h; AID 504332, 2011; Potency, µM (doses to about 102 µM), without a hit: top-dose activity, negative = inhibition, actives largely listed as inhibitors; hit rate 8.8% among 350,000; further: on the % scale 0 is the no-effect control and ±100 the full control effect; nearly all actives have a fitted effect of over 75% in size
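Methyltransferase reactions run at room temperature for 2 h (20 nM enzyme, 500 nM biotin-H3K9 peptide, 20 uM SAM) after a 15 min compound preincubation; product detected by AlphaScreen beads and anti-H3K9me1 antibody.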
BLM inh = qHTS Assay for Inhibitors of Bloom's syndrome helicase (BLM). RecQ-like DNA helicase BLM (Homo sapiens), P54132. recombinant BLM DNA unwinding, fluorescence dequenching. Potency, µM (doses to about 56.1 µM), inactives show top-dose activity change, negative = inhibition, hits mostly inhibitors. hit rate 0.2% among 350,000. AID 2528, 2010;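 further: plate controls were vehicle for no effect and no enzyme for full effect; nearly all actives have a fitted effect of over 35% in size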
Target sequence (P54132 whole entry, looked up): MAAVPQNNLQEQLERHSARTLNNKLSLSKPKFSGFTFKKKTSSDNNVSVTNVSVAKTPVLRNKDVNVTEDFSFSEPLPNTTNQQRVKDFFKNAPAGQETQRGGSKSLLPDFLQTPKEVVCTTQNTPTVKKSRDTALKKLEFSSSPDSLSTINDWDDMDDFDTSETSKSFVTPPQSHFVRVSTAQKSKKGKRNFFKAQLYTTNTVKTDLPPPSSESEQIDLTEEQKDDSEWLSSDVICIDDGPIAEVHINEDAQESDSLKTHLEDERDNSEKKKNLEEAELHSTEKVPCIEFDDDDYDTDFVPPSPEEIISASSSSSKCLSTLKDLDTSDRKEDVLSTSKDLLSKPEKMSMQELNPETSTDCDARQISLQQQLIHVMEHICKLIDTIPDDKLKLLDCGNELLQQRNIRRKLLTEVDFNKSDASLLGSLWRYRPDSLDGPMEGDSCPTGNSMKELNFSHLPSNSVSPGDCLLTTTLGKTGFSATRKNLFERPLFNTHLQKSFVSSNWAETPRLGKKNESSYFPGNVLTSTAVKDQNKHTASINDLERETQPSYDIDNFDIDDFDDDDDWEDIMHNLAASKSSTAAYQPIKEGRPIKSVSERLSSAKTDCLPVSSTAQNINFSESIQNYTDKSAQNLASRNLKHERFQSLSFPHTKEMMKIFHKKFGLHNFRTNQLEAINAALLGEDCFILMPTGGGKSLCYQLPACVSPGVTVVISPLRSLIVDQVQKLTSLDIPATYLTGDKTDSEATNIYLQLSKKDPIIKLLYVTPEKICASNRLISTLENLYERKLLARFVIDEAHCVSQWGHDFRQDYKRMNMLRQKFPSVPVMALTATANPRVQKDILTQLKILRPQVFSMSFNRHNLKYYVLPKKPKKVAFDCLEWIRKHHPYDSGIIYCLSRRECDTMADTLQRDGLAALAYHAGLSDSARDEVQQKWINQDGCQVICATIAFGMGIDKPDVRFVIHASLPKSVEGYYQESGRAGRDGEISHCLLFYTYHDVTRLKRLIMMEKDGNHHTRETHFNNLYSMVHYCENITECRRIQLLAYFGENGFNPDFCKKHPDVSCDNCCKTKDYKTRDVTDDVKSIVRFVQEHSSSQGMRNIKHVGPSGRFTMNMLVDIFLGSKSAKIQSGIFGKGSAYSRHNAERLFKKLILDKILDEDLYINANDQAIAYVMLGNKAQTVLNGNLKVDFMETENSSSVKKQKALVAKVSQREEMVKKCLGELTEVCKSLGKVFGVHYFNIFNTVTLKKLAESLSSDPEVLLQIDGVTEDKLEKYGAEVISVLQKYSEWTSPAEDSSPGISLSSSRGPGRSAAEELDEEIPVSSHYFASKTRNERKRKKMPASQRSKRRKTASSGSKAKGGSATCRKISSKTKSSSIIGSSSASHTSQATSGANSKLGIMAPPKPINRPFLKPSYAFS
Pol kappa inh = qHTS for Inhibitors of Polymerase Kappa. purified Pol kappa, fluorescent DNA synthesis assay, 10 min. DNA polymerase kappa (Homo sapiens), Q9UBT6. hit rate 0.53% among 400,000. Potency, µM (doses to about 107 µM), for the others: at the highest dose activity, negative = inhibition, actives largely listed as inhibitors; further: on the % scale 0 is the no-effect control and ±100 the full control effect
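10 nM Pol kappa was preincubated with compounds for 15 min at room temperature. Reaction started with 50 nM (final) substrate. Fluorescence read kinetically at 0 and 10 min.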
APEX1 inh = qHTS Assay for Inhibitors of the Human Apurinic/apyrimidinic Endonuclease 1 (APE1). DNA repair nuclease/redox regulator APEX1 (Homo sapiens), P27695. Potency, µM (doses to about 65.8 µM), without a hit: top-dose activity change, negative = inhibition, actives largely listed as inhibitors. hit rate 0.35% among 350,000. recombinant APE1, TAMRA/BHQ-2 abasic DNA cleavage fluorescence;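 further: plate controls were vehicle for no effect and reference inhibitor for full effect; nearly all actives have a fitted effect of over 55% in size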
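Compound pre-exposure to 0.75 nM APE1, 15 min at ambient temperature. Reaction initiated with 50 nM TAMRA/BHQ-2 THF substrate, read immediately in kinetic mode, 525 nm excitation, 598 nm emission.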
Anesthetic bind = qHTS Assay for Identification of Novel General Anesthetics; Ferritin light chain (Equus caballus), P02791; apoferritin/1-aminoanthracene competitive binding, fluorescence; Potency, µM (titrated, usually from 77.5 µM), for the others: at the highest dose activity change, negative = displacement, hits mostly inhibitors; hit rate 0.074% among 350,000; AID 485281, 2010; further: on the % scale 0 is the no-effect control and ±100 the full control effect; nearly all actives have a fitted effect of over 20% in size
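Steps: apoferritin (10 uM) was premixed with half-saturated 1-AMA in PBS, compounds were pin-transferred, plates stood 10 min at room temperature, fluorescence was read at 380/535 nm, and curves were fitted with a Hill equation.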
Pol beta inh = qHTS Assay for Inhibitors of DNA Polymerase Beta; P06746; Pol beta primer extension/strand displacement, fluorescence kinetic; Potency, µM (top dose mostly 114 µM), for inactives: top-dose activity change, negative = inhibition, actives largely listed as inhibitors; hit rate 1.3% among 340,000; AID 485314, 2010; further: on the % scale 0 is the no-effect control and ±100 the full control effect
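Curves were derived by four-parameter Hill fits of normalized qHTS data. The kinetic fluorescent primer-extension read was taken at 0 and 10 min after 50 nM substrate, following a 15 min room-temperature preincubation of 10 nM enzyme with compounds.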
Pol iota inh = qHTS for Inhibitors of Polymerase Iota. DNA polymerase iota (Homo sapiens), Q9UNA4. hit rate 1% among 390,000. Potency, µM (doses to about 115 µM), for inactives: top-dose activity, negative = inhibition, most hits filed as inhibitors. Pol iota fluorescent replication assay, 10 min
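Pol iota at 10 nM preincubated 15 min with compounds at room temperature; reaction started with fluorescent substrate, 50 nM final. Fluorescence read kinetically at 0 and 10 min; buffer-only wells as negative control.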
POLH inh = qHTS for Inhibitors of Polymerase Eta | recombinant Pol eta, fluorescent DNA replication assay | DNA polymerase eta (Homo sapiens), Q9Y253 | AID 588591, 2011 | hit rate 1.2% among 390,000 | Potency, µM (highest dose often 114 µM), without a hit: top-dose activity change, negative = inhibition, usual class: inhibitors; further: on the % scale 0 is the no-effect control and ±100 the full control effect
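Pol eta at 10 nM preincubated with compounds 15 min at room temperature; reaction started with fluorescent substrate (50 nM final) and read kinetically at 0 and 10 min.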
* = called active by the depositor; ? = inconclusive; / = no result given; [ ] = another dose, or the depositor's remark. The call rests on the fitted dose curve; in most records, active means well fitted curve in the direction sought with a large enough effect; inconclusive means small, poorly fitted or top-dose-only effect, or another doubt; inactive means no such curve, though single readings can be large; an effect the other way counts as inactive or inconclusive. Potency means the concentration at half of the fitted maximal effect.

item | Compound | BAZ2B inh | G9a block | BLM inh | Pol kappa inh | APEX1 inh | Anesthetic bind | Pol beta inh | Pol iota inh | POLH inh
1 | C=CCn1c(SCC(=O)Nc2ccccc2OC)nc2c([nH]c3ccccc32)c1=O | -3% | 37% | -5% | -3% | -4% | -8% | 27% | 6% | -15%
2 | C[N+]1(C)CCC[C@H]1C(=O)[O-] | / | 11%[21.5 µM] | 4% | 9%[60.1 µM] | -2% | 5% | / | / | /
3 | COc1ccc(CN2C(=NC(=O)CCC3CCCC3)SC3CS(=O)(=O)CC32)cc1 (stereo unspecified) | -6%[57.1 µM] | -5% | -2% | -1% | 0% | 7% | 29% | -1% | 6%
4 | CCOC(=O)C1CCN(C(=O)CN2C(=O)C(CC)Oc3ccccc32)CC1 (stereo unspecified) | 0% | 3%[59 µM] | -1% | -2% | -14% | 0% | -23% | 20% | -11%
5 | CCOc1ccc(NC(=O)c2nc3nc(C)cc(C(F)F)n3n2)cc1 | -17% | 5%[59 µM] | -2% | -22% | / | 2% | -17% | 4% | -10%
6 | O=C(Nc1cccc(C(=O)OCc2cc(=O)n3nc(C4CC4)sc3n2)c1)c1ccc(F)cc1 | -8% | 24%[59 µM] | -19% | -5%[60.1 µM] | / | 35%[activator] | 2% | -1% | -13%
7 | O=C1NC(=Nc2ccc(Cl)cc2)/C(=C/c2ccco2)S1 | 50µM* | 3.2µM* | 11µM* | ? | ? | 3% | 8.9µM* | 28µM* | 56µM*
8 | Cc1sc2ncn(CC(=O)NCCCN3CCC(C)CC3)c(=O)c2c1S(=O)(=O)N1CCC(C)CC1 | -11% | 3% | 0% | 1% | 3% | 1% | 32% | 32%[activator] | -17%
9 | C=CCSc1nnc2nc3[nH]c4c(C)cccc4c3nn12 | 2% | -11%[59 µM] | -2% | -19% | -2% | -19% | 0% | 3% | ?
10 | Cn1c(CN2CCOCC2)nnc1SCC(=O)Nc1nccs1 | 1% | 3%[12.7 µM] | 2% | -1% | 5% | 1% | 1% | 8% | 4%
11 | CC(C)(C)C(=O)NC1(C(F)(F)F)N=C2SCCN2C1=O (stereo unspecified) | 5% | 5%[59 µM] | 3% | -24% | -3% | 2% | 8% | 17% | 5%
12 | CC1CCCCC12NC(=O)N(CC(=O)NC(=O)Nc1ccc3c(c1)OCCO3)C2=O (stereo unspecified) | 9% | -6%[12.7 µM] | -4% | -15% | 11% | ? | 18% | 12% | -4%
13 | COc1ccc(C)cc1NC(=O)C(OC(=O)c1cc(C)oc1C)c1ccccc1 (stereo unspecified) | -9% | 20%[59 µM] | -5% | -6% | -6% | -5% | 6% | 12% | -22%
14 | Cn1c(=O)c2c(nc(SCCOc3ccc4ccc(=O)oc4c3)n2C)n(C)c1=O | -2% | ? | 0% | / | 3% | -2% | -14% | / | /
15 | COc1ccc(CNC2CC(=O)N(C)C2=O)cc1 (stereo unspecified) | -13% | -3% | -3% | -1% | 3% | -5% | 9% | -1% | 5%
16 | O=C(Nc1nc2c(F)cc(F)cc2s1)C1CC(=O)N(Cc2ccco2)C1 (stereo unspecified) | ? | / | -9% | ? | 13% | -9% | 28µM* | 28µM* | 50µM*

Structures above printed as active in BAZ2B inh.
entry	Molecule	BAZ2B inh	G9a block	BLM inh	Pol kappa inh	APEX1 inh	Anesthetic bind	Pol iota inh	POLH inh
7	O=C1NC(=Nc2ccc(Cl)cc2)/C(=C/c2ccco2)S1	50µM*	3.2µM*	11µM*	?	?	3%	28µM*	56µM*

Other records.
item | Compound | BAZ2B inh | G9a block | BLM inh | Pol kappa inh | APEX1 inh | Anesthetic bind | Pol beta inh | Pol iota inh | POLH inh
17 | O=C(CSC1=Nc2ccccc2C2=NC(CC(=O)NC3CCCCC3)C(=O)N12)Nc1ccc(F)cc1 (stereo unspecified) | 0% | 0%[59 µM] | 3% | 2%[60.1 µM] | / | -16% | 18% | ? | -10%
18 | O=S(=O)(CC(c1ccccc1)N1CCCCC1)c1ccc(Cl)cc1 (stereo unspecified) | 0% | 61%[activator][59 µM] | -5% | -14% | 0% | -6% | -14% | 14% | -1%
19 | O=C(N/N=C/c1ccc([N+](=O)[O-])s1)c1cccc(Br)c1 | -1% | ? | -17% | -18% | 22µM* | -3% | ? | ? | -1%
20 | COc1ccc(CN(C)C(=O)Cn2cnc(C(=O)Nc3ccc(C)c(C)c3)n2)cc1OC | / | / | / | -13% | -1% | / | / | -18% | -3%
21 | Brc1ccccc1-n1nnc(-c2nccs2)n1 | 1% | 20%[59 µM] | -1% | 0% | 10% | ? | 29% | -23% | -5%
22 | Fc1ccc(CN2CCCCCC2)c(F)c1 | ? | -9%[12.7 µM] | -4% | 0% | -3% | -3% | 1% | 32%[activator] | -8%
23 | COc1cc(S(=O)(=O)N2CCCCC2)c(OC)cc1Br | -8% | -40% | 1% | -2% | 3% | -12% | 2% | -3% | -9%
24 | O=C(COc1ccc(Cl)cc1Cl)Nc1ccc(S(=O)(=O)NC2=NCCCCC2)cc1 | -11% | -44% | -10% | -7% | 5% | -9% | -2%[57.1 µM] | 9% | -1%
25 | CCc1nnc(SCc2nc(-c3cccc(C)c3)oc2C)c2cc3sc(C)cc3n12 | -3% | -3%[59 µM] | -2% | 1% | / | 0% | 3% | 12% | -17%
26 | O=C(NCc1ccc(F)cc1)c1ccc(CS(=O)Cc2ccc(Cl)cc2)o1 (stereo unspecified) | -37% | -26%[59 µM] | -15% | -2% | / | 58%[activator] | 12% | 3% | -11%
27 | O=C(NC(=S)Nc1ccc2c(c1)OCCO2)c1ccco1 | ? | 71µM* | -2% | -4% | 3% | -1% | -2% | 1% | 2%
28 | CCOC(=O)c1c(-c2ccccc2)csc1NC(=O)c1cc(-c2ccc(C)c(F)c2)on1 | -11% | -9%[59 µM] | -2% | -3% | / | -15% | -1% | 1% | -10%
29 | Nc1nnc(CSCc2ccc(Cl)cc2)s1 | -5% | 14% | -2% | 2% | 2% | ? | 11% | 10% | -6%
30 | c1ccc2nc(N3CCOCC3)c(N3CCOCC3)nc2c1 | 7% | 13% | 1% | -5% | 1% | -12% | 36%[activator] | 8% | -9%
31 | CC(=O)c1ccc(NC(=O)CN2C(=O)COc3ccc(S(=O)(=O)N4CCCC4)cc32)cc1 | -11% | 18%[59 µM] | 0% | -12% | 11% | -9% | 41% | -8% | 1%
32 | Cc1ccc(C(=O)NC2CCCC(C)C2C)cc1S(=O)(=O)N1CCCCC1 (stereo unspecified) | 7% | ? | / | -14% | 7% | / | / | 13% | -7%
33 | COc1cc2cnc(Cl)nc2cc1OC | -4% | 11%[59 µM] | 1% | -4% | 6% | 6% | 4% | 11% | -3%
34 | COC(=O)c1c(-c2cccs2)csc1NC(=O)COc1ccc(C(C)C)cc1 | -11% | 2.2µM* | -9% | -4% | / | -6% | -29% | 7% | /
35 | COc1ccc(OCc2nnc(SCC(=O)NC3CC3)n2C)cc1 | -7% | 47% | -1% | -11% | 14% | -13% | 11% | -13% | -2%
36 | COc1ccc(N2C(=O)/C(=C\c3ccco3)N=C2SCC(=O)N(C(C)C)C(C)C)cc1Cl | ? | 13%[59 µM] | -17% | -11% | -2% | -22% | 56µM* | 5% | -10%
37 | COc1cccc(Nc2nnc(SCC(=O)N3CC(C)OC(C)C3)s2)c1 (stereo unspecified) | -4% | -31%[12.7 µM] | -3% | -2% | -6% | 4% | ? | 12% | 4%
38 | CCc1cc(=O)[nH]c(SCC(=O)NCC2CCCO2)n1 (stereo unspecified) | 7% | 9% | / | -2% | 16% | / | / | 10% | -10%
39 | Cc1nccn1CCN(C)Cc1cn(Cc2ccccc2)nc1-c1ccc2c(c1)OCO2 | ? | ? | -9% | 2% | 0% | -10% | 2% | 60%[activator] | -21%
40 | CCOc1ccc(C(=O)c2cn(CC(=O)Nc3ccc(F)cc3)c3cc4c(cc3c2=O)OCO4)cc1 | -20% | -2%[59 µM] | -12% | -23% | / | 44% | -15% | 40%[activator] | 1%
41 | OC1CCN(C(=S)NCCc2ccccc2)CC1 | 5% | -8%[59 µM] | 0% | -2% | -2% | -1% | 1% | 5% | 4%
42 | N#Cc1ccc(CSc2nnc(NC(=O)CCc3nc4ccccc4c(=O)[nH]3)s2)cc1 | 13% | -39%[59 µM] | / | -19% | -13% | / | / | 14% | ?
43 | CCOC(=O)CSc1nnc2n(C3CCCCC3)c(=O)c3c4c(sc3n12)CCCC4 | -2% | 4% | -2% | 4% | 0% | -10% | 2% | 6% | 2%
44 | CNC(=O)COc1ncnc2scc(-c3ccc(F)cc3)c12 | -1% | 1% | 1% | -14% | -5% | -5% | 2% | 3% | -11%
45 | O=c1[nH]c2ccc(Cl)cc2c(-c2ccccc2)c1SC(=S)N1CCCCC1 | ? | 11µM* | -9% | -5% | -3% | ? | 3% | 3% | -2%
46 | CC(C(=O)c1ccc(-c2ccccc2)cc1)[n+]1cccc(C(N)=O)c1 (stereo unspecified) | -14% | -6% | -3% | -1% | 7% | -15% | 18% | 33%[activator] | -16%

Pulled by structure from the entries so far:
item | Compound | BAZ2B inh | G9a block | BLM inh | Pol kappa inh | APEX1 inh | Anesthetic bind | Pol beta inh | Pol iota inh | POLH inh
43 | CCOC(=O)CSc1nnc2n(C3CCCCC3)c(=O)c3c4c(sc3n12)CCCC4 | -2% | 4% | -2% | 4% | 0% | -10% | 2% | 6% | 2%
41 | OC1CCN(C(=S)NCCc2ccccc2)CC1 | 5% | -8%[59 µM] | 0% | -2% | -2% | -1% | 1% | 5% | 4%
45 | O=c1[nH]c2ccc(Cl)cc2c(-c2ccccc2)c1SC(=S)N1CCCCC1 | ? | 11µM* | -9% | -5% | -3% | ? | 3% | 3% | -2%

From PubChem

A portion of the library, so the mix of outcomes need not match the whole.
